GASC-1 inh – inhibitors of human GASC-1 (JMJD2C) demethylase | GST-JMJD2C(1-420) H3K9me3 demethylation, DELFIA europium | inhibition, % at 2.35 µM | actives 0.069% (n = 330,000) | AID 2099;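 active means more than half of a compound's replicate wells show inhibition beyond 50%, single wells judged on their own value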;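 further: signal counts dimethyl H3K9 product captured on neutravidin plate; 0% = median of DMSO wells and 100% = 0.3 times that DMSO median; strong numbers were not always called active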
GRK2 inh – human GRK2 inhibition via aptamer displacement; bead flow cytometry, FAM-aptamer displacement from GRK2; P25098; AID 488847; inhibition of aptamer binding, % at 10 µM; actives 0.59% (n = 330,000);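 active means inhibition of aptamer binding above 40%, roughly 3 SD of noise, on plates passing a quality check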;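 further: median bead fluorescence of bound FAM aptamer so fluorescent compounds give negative values; no value below 0 was filed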
procasp7 counter – counter-screen: procaspase-7 (human) activation | activation, % at 8.5 µM | P55210 | actives 0.093% (n = 330,000) | recombinant procaspase-7, Ac-DEVD-pNA absorbance 405 nm; D23A/D198A/D206A triple mutant, cannot self-cleave; scale: DMSO 0, 5 µM enzyme 100 | AID 463210;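 active means percent activation above the screen-wide mean plus 3 SD, cut at about 25% in these data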
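Assay system – Uncleavable procaspase-7 mutant enzyme · Quantity – 2 µM procaspase-7 mutant as dispensed · Times – 1 h preincubation, 2 h reaction · Dosing – single nominal 8.5 µM compound dose, 0.8% DMSO final · Buffer or medium – Zinc-free 50 mM HEPES buffer, pH 7.4, with NaCl and Triton X-100 · Detection – Epi-absorbance of released pNA at 405 nm, two timepoints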
Fh CTSL1 inh – blocks F. hepatica cathepsin L1 in PFM18AAP counter-screen; recombinant F. hepatica cathepsin L1, Z-Leu-Arg-MCA fluorescence; inhibition, % at 5.96 µM; actives 0.49% (n = 300,000); AID 1906;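 active means inhibition above the mean of all tested compounds plus 3 SD, set per screening campaign, cut at about 17% in these data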;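 further: 0% = plate median of test compound wells and 100% = 1 µM Z-Phe-Ala-diazomethylketone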
PP5 inh – blocks human protein phosphatase 5 activity | purified PP5c, OMFP substrate fluorescence | inhibition, % at 6.7 µM | actives 0.18% (n = 320,000) | AID 1987;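 active means inhibition above the campaign's mean inhibition across all tested compounds plus 3 SD, cut at about 9.5% in these data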;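 further: 0% = DMSO only and 100% = 100 µM cantharidin control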
Target sequence (P53041 whole entry, looked up): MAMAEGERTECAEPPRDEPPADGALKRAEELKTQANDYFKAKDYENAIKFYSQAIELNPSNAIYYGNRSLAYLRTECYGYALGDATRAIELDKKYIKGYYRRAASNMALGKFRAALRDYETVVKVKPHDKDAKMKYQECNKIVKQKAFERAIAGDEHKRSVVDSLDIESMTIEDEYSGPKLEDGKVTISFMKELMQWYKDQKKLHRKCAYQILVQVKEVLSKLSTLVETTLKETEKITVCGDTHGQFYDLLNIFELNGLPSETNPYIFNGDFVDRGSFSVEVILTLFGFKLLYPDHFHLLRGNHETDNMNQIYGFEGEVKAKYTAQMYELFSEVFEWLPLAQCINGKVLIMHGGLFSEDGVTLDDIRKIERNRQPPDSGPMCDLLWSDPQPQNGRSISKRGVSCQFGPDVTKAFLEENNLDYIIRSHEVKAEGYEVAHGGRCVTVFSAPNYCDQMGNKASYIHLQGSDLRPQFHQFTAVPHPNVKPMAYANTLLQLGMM
HCV core dimer – blocks dimerization of HCV core protein. inhibition, % at 5 µM. TR-FRET GST/Flag-core106 dimerization, 1536-well. actives 0.33% (n = 300,000). AID 1899;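 active means inhibition above the mean of all tested compounds plus 3 SD, set per screening campaign, cut at about 45% in these data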
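Assay system: Tagged HCV core106 pair (GST and Flag) | Buffer or medium: KF-containing HEPES buffer, pH 7.45, DTT, CHAPS, BSA | Also added: Eu donor and XL665 acceptor anti-tag antibodies | Dosing: One concentration, 5 µM, in 0.5% DMSO | Timing: 4 h at 22.5 °C | Technique: TR-FRET 671 and 617 nm emission | Repeats: Singlicate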
VLA-4 inh – inhibition in a human VLA-4 binding assay; P13612; VLA-4 expressing cells, ligand binding flow cytometry; inhibition, % (about 7 µM as worked out from the volumes in the protocol); actives 0.2% (n = 330,000); in the data active means inhibition above about 50%
proCasp3 act – activates human procaspase-3 | P42574 | recombinant procaspase-3 D3A, Ac-DEVD-pNA absorbance 405 nm | actives 0.11% (n = 330,000) | activation, % at 8.5 µM;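 active means activation above the mean of all tested compounds plus 3 SD, cut at about 21% in these data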;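 further: 0% = DMSO alone and 100% = DMSO wells spiked with extra 5 µM PC-3 D3A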
Target sequence (P42574 whole entry D9A/D28A/D175A): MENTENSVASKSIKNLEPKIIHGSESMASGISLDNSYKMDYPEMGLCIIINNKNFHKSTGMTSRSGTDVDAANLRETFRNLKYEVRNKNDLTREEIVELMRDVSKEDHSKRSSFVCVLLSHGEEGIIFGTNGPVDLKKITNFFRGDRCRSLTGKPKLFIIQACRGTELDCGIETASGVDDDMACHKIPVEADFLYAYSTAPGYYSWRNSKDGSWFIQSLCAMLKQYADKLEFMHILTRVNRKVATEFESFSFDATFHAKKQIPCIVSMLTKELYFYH
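System: Procaspase-3 D3A mutant. Medium: Zinc-free 300 mM NaCl, 50 mM HEPES, 0.01% Triton X-100. Schedule: 1 h preincubation plus 2 h reaction at 25 °C. Measured by: 405 nm absorbance of p-nitroaniline, reads at 0 and 120 min. Read-out: percent activation relative to control range.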
PP1 inh – PP1-alpha (human) inhibition in PP5 counter-screen; P62136; actives 0.9% (n = 320,000); purified PP1alpha, OMFP fluorescence; AID 2235; inhibition, % at 6.7 µM;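 active means inhibition above the mean inhibition of all tested compounds plus 3 SD, computed separately for each screening campaign, cut at about 15% in these data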
An asterisk follows results filed as active; · = no result given.

Fields – GASC-1 inh, GRK2 inh, procasp7 counter, Fh CTSL1 inh, PP5 inh, HCV core dimer, VLA-4 inh, proCasp3 act, PP1 inh
Clc1ccc(C2CC(c3cccs3)n3ncnc3N2)c(Cl)c1 (configuration not stated)
 : -5.4, 0.0, 1.8, -3.5, 5.7, 3.6, 18.8, 1.0, 3.3
O=C(Nc1ccccc1-c1nnc(SCc2ccccc2Cl)o1)c1ccccc1
 : -7.4, 12.0, -0.4, -5.5, -0.3, 6.9, -5.1, -7.2, -1.5
Cc1cc(C)c(NC(=O)CCCN2CCOCC2)c(C)c1
 : 28.7, 0.0, -2.1, -3.1, 2.4, -1.3, 3.4, 3.8, -2.9
CCn1ccnc1CNC(=O)c1ccc(OC2CCN(C(=O)COC)CC2)cc1
 : -3.2, 0.0, -0.2, 1.1, 1.9, -14.9, -10.0, 2.0, 1.9
Cc1cc(C)c2[nH]c(=O)c(CN(Cc3ccco3)C(=S)NCC3CCCO3)cc2c1 (configuration not stated)
 : -2.5, 2.0, 2.7, -3.8, 1.7, 2.6, 12.1, 9.4, 1.6
O=C(CCC(=O)NCc1ccccc1)NCc1ccccc1
 : 1.9, 5.0, 7.9, 3.3, 1.7, -10.5, -6.9, 2.5, 3.0
O=C(CN1CCN(c2ccc(F)cc2)CC1)Nc1ccccc1[N+](=O)[O-]
 : -2.1, 0.0, 0.9, 1.1, 0.4, 2.1, -4.9, 1.8, 3.4
COc1ccc(-c2csc(NC(=O)CN3C(=O)CCC3=O)n2)cc1OC
 : 6.1, 0.0, 9.4, 0.3, 2.7, -5.4, 12.4, 0.1, -0.8
COc1ccc(NC(C)=O)c2nc(C)c(C)nc12
 : -3.4, 0.0, -1.2, -1.2, 4.8, -3.3, -4.2, 3.4, -5.8
CN(C)c1nc(C(N)=O)nc(N2CCOCC2)n1
 : 3.4, 0.0, -4.2, 0.0, -4.7, -1.5, 15.6, -4.1, -3.4
CN(C)N=C1c2cc(S(=O)(=O)N(C)C)ccc2-c2ccc(S(=O)(=O)N(C)C)cc21
 : -39.5, 1.0, -0.1, -0.1, 2.8, 8.6, 24.4, 5.2, -0.7
O=C(Nc1ncccn1)c1cccc(F)c1
 : 1.2, 0.0, 2.2, 3.9, 1.6, -2.6, 0.0, 3.0, 1.4
CCOc1ccc2[nH]c(SCC(=O)OC)c([N+](=O)[O-])c2c1
 : 26.2, 1.0, -6.3, 3.0, -0.6, -1.0, 17.3, -13.3, 0.3
COCCCn1cc(C(=O)c2cc(Br)ccc2O)cc(C#N)c1=O
 : -22.8, 0.0, -4.2, -0.3, 2.2, -0.7, -6.8, 0.9, -1.0
CC(=O)c1ccccc1NC(=O)COC(=O)C1CCCN1S(=O)(=O)c1ccccc1F (configuration not stated)
 : -1.5, 3.0, -7.5, ·, 3.5, ·, 3.9, 1.4, 1.2
CCOC(=O)/C(=C/c1c[nH]c2ccccc12)NC(C)=O
 : -4.4, 5.0, -3.3, 2.5, 1.4, -9.2, 13.5, -5.7, 1.6
CC(C)C(NC(=O)c1c(F)cccc1F)C(=O)NCC(c1ccccc1)N(C)C (configuration not stated)
 : -3.2, 2.0, -1.1, -5.1, 0.3, 0.1, 2.2, 0.2, 7.5
O=C(NCCc1ccccn1)/C(=C/c1ccco1)NC(=O)c1ccccc1
 : -4.5, 1.0, -1.1, 1.9, -0.1, 2.9, 7.1, 1.3, -2.3
Cc1ccc(-c2nn3c(C)nnc3s2)cc1NC(=O)c1ccc(OC(C)C)cc1
 : 2.8, 0.0, 4.0, -2.2, 0.5, 8.1, -24.9, 6.8, 1.6
CC(=O)c1cccc(NC(=O)CNC(=O)c2sc3ccccc3c2Cl)c1
 : -19.5, 0.0, 1.6, 0.8, -2.1, 13.7, -24.0, 6.3, 10.5
CC(=O)c1ccc(OC(C)C)c(Cc2c(O)nc(N)[nH]c2=O)c1
 : -3.4, 2.0, -3.9, -4.0, 1.6, -3.5, 20.5, -1.4, -2.6
COc1cc(NC(=O)CN2C(=O)c3ccccc3Sc3ccc(C(=O)N4CCOCC4)cc32)cc(OC)c1OC
 : 3.8, 0.0, 11.6, -0.7, 1.9, 8.3, 4.3, -6.4, -3.8
COC(=O)c1cn(-c2nc(C)c3c(n2)CCC3)nn1
 : -33.0, 0.0, 4.6, 6.5, 1.4, -5.1, 28.8, 6.8, -0.1
Cc1ccc(N(CC(=O)NC2CCCCC2)C(=O)CNC(=O)c2ccco2)cc1F
 : 5.4, 0.0, 2.7, -0.8, -1.9, 8.8, -4.9, 11.8, -2.4
Cc1cc(C)cc(NC(=O)CSc2nc3nc(C)cc(C)c3c(=O)[nH]2)c1
 : -1.4, 0.0, -4.8, ·, 2.1, ·, 7.8, -0.1, 4.3
CC1CCCCC12NC(=O)N(CC(=O)OCC(=O)NCc1ccc(F)cc1)C2=O (configuration not stated)
 : 5.4, 4.0, -0.2, ·, 1.7, ·, 2.9, 8.0, -2.1
CN1/C(=C\C(=O)COC(=O)c2ccccc2O)C(C)(C)c2ccccc21
 : 2.8, 3.0, 3.5, -2.0, -0.7, 0.6, -225.2, 4.8, 2.8
Cc1ccnc(NC(=O)c2cccc(S(=O)(=O)N3CCCC3)c2)c1
 : 37.7, 2.0, -4.8, -1.9, -4.5, -12.7, -11.6, -1.1, -4.7
CCCCN(CC)S(=O)(=O)c1ccc2c(c1)n(C)c(=O)c(=O)n2C
 : 3.7, 1.0, 5.0, -0.2, 0.6, -0.8, -26.6, 5.3, -3.9
O=C(/C=C/NNC(=O)c1ccc(Br)cc1)c1ccccc1
 : 4.1, 4.0, 13.5, 0.1, 4.2, 0.5, 11.7, -3.2, -0.6
O=C(COc1ccc(Cl)cc1Cl)NC(=S)Nc1ccccc1C(=O)O
 : -37.5, 15.0, -6.1, 1.4, 4.0, 16.6, -14.6, -7.8, 3.8
COC(=O)c1c(N(S(C)(=O)=O)S(C)(=O)=O)sc2c1CCN(c1ncc(C(F)(F)F)cc1Cl)C2
 : 26.2, 0.0, -0.7, 3.3, 3.1, 6.3, -5.8, -4.1, -0.5
CCOc1ccc(S(=O)(=O)N/N=C2/CC(c3ccccc3)Oc3ccccc32)cc1 (configuration not stated)
 : 1.9, 9.0, 8.2, -3.1, 4.0, 1.7, -13.2, 12.0, 0.2
COc1cccc(C(=O)COc2ccccc2-c2ccccc2)c1
 : 3.0, 4.0, -2.4, 1.0, 2.4, -3.3, -1.2, -2.6, 2.1
CC(C)CN(Cc1cc(=O)oc2cc3c(cc12)CCCC3)CC(C)C
 : 2.2, ·, 5.2, 0.4, 0.6, -3.2, -8.3, 7.0, 2.0
O=C(O)Cc1sc(-c2ccccc2)nc1-c1cccs1
 : 0.0, 3.0, 7.0, 2.1, 1.2, 5.7, 5.2, -0.8, 2.0
O=C(CSc1ncccc1-c1nc2ccccc2[nH]1)NCc1ccco1
 : 2.1, 0.0, -13.1, 0.3, 0.9, 6.0, 1.5, -4.9, -0.1
CNc1nc(-c2ccc3c(c2)CCN3C(=O)c2ccccc2C)cs1
 : -28.0, 1.0, -9.6, -7.2, 0.9, 10.7, 2.6, 1.2, 0.9
COc1ccc(OCCN2C(=O)c3ccccc3C2=O)c([N+](=O)[O-])c1
 : -0.6, 0.0, 0.4, 5.3, 0.5, -16.2, 18.1, -8.5, -1.9
Cc1ccc(COc2coc(CN3CCN(C(=O)c4ccco4)CC3)cc2=O)cc1
 : 7.1, 0.0, 3.2, 0.5, 0.2, -3.2, 12.1, 2.7, -0.4
COCCn1c(SCC(=O)NCCc2ccccc2)nc2c([nH]c3ccccc32)c1=O
 : -2.3, 0.0, 3.0, -0.9, -0.4, 6.6, 13.3, -5.8, -7.5
Cn1nc(C(=O)N2CCN(c3cccc(Cl)c3)CC2)c2c1-c1ccccc1S(=O)(=O)C2
 : -41.2, 2.0, -1.4, -1.2, 4.0, 2.9, 7.4, 3.7, 1.9
O=C(c1ccc(F)cc1)N1CCCN(c2nc(-c3ccccc3)ns2)CC1
 : 3.3, 4.0, 7.1, -5.1, -0.3, 1.8, 1.7, -8.3, 1.2
COCCN(CCOC)C(=O)CC(=O)N(CCOC)CCOC
 : -0.3, 0.0, 6.0, 0.7, 3.6, 0.1, 9.1, 0.3, -4.1
O=C(CCNC(=O)c1ccc([N+](=O)[O-])cc1)Nc1cccc(S(=O)(=O)N2CCCCCC2)c1
 : -1.2, 0.0, 5.9, ·, 4.2, ·, 1.7, 8.0, -5.6
O=C(Nc1cc(-c2ccccc2)nn1C1CCCCC1)c1ccc(Cl)cc1
 : ·, 3.0, 4.6, ·, ·, ·, -13.2, 3.9, ·
Cc1cc(C)n2nc(C)c(-c3ccc(Cl)cc3)c2n1
 : -4.9, 1.0, -1.5, 1.5, 5.5, -2.3, 1.1, 7.2, 0.2
CC(C)c1nnc(NC(=O)CCC(=O)N2CCN(c3ccc(Cl)cc3)CC2)s1
 : 26.2, 4.0, -3.7, -3.0, -0.5, 1.3, -0.8, -9.7, -3.1
CC(C)(C)NC(=O)CSc1nnc(-c2ccncc2)n1Cc1ccccc1
 : 6.6, 0.0, 5.7, 6.1, -0.2, 1.6, -7.9, 14.7, -3.2
CCOC(CCNC(=O)c1cn(CCOC)c(=O)c2c1c1ccccc1n2C)OCC
 : 23.3, 0.0, 6.2, -0.4, 2.1, -1.1, 22.1, -1.6, -1.2
COc1ccc(/C=N/NC(=O)CC(=O)NCc2cccnc2)cc1[N+](=O)[O-]
 : -2.1, 4.0, -2.8, 4.7, 1.2, -18.5, -32.6, -1.4, 1.0
CCOc1ccc(CN(C)C(=O)c2cccc(S(=O)(=O)N3CCCC3)c2)cc1OC
 : -1.7, 1.0, 5.4, ·, 1.4, ·, -11.4, 5.5, -2.9
CC1CC(C)CN(C(=S)NC2CCCCC2)C1 (configuration not stated)
 : -14.4, 0.0, 9.8, -0.6, -0.2, 5.5, 8.1, 4.8, 0.5

High-throughput results from PubChem.
